High-throughput results (PubChem BioAssay)
CXCR6 inh = blocks human CXCR6 beta-arrestin recruitment. AID 602244. O00574. CHO-K1 PathHunter CXCR6 beta-arrestin, luminescence. inhibition, % at 20 µM. actives 0.36% (n = 360,000); in the data active = inhibition above about 34%, passing the limit was not always enough;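 note: antagonist mode with CXCL16 agonist at 10 nM final; 0% = 10 nM CXCL16 with DMSO and 100% = unstimulated wells without agonist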
Target sequence (O00574 whole entry, looked up): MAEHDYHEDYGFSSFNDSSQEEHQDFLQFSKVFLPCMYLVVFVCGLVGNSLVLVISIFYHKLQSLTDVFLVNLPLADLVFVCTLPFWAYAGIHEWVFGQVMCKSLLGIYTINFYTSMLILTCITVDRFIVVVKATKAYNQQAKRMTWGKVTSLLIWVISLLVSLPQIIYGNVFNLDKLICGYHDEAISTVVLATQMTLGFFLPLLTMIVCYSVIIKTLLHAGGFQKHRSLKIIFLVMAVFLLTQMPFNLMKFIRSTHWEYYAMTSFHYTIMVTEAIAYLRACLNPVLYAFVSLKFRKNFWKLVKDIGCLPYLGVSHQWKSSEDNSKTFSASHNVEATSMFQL
APJ ag = agonists of human APJ apelin receptor | activation, % at 20 µM | actives 0.11% (n = 330,000) | CHO-K1 APJ PathHunter beta-arrestin, luminescence; 0% DMSO wells, 100% apelin;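 active = activation more than six SD over the plate average, tested at 20 µM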;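 note: 0% = DMSO alone and 100% = apelin-13 at 10 nM; some results filed as inactive read as strong as hits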
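Assay system: CHO-K1 APJ beta-arrestin complementation cell line / Compound: single test compound dose, 20 µM final, 1% DMSO / Times: overnight seeding, 90 min compound at 25 °C, 1 h detection / Technique: beta-gal luminescence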
Gli-Sufu block = antagonists of Gli-Sufu signaling; actives 0.74% (n = 340,000); Sufu-KO-LIGHT fibroblasts, Gli luciferase reporter luminescence; inhibition, % at 5 µM;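 active = inhibition above about 55%, limit read from the data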;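 note: 0% = DMSO-treated cells and 100% = wells with medium but no cells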
UBC13 polyUb = human UBC13 polyubiquitination inhibition; UBC13 polyubiquitin chain formation, TR-FRET; actives 0.47% (n = 330,000); inhibition, % at 20 µM; AID 485273; P61088; in the data active = inhibition above about 45%, passing the limit was not always enough
ATG4B inhibitor = blocks human ATG4B protease cleavage of LC3 substrate. Q9Y4P1. actives 0.51% (n = 340,000). inhibition, % at 8.33 µM. ATG4B cleavage of LC3-PLA2, NBD-HPC fluorescence, 1 h. AID 504462; in the data active = inhibition above about 40%
Target sequence (Q9Y4P1 whole entry, looked up): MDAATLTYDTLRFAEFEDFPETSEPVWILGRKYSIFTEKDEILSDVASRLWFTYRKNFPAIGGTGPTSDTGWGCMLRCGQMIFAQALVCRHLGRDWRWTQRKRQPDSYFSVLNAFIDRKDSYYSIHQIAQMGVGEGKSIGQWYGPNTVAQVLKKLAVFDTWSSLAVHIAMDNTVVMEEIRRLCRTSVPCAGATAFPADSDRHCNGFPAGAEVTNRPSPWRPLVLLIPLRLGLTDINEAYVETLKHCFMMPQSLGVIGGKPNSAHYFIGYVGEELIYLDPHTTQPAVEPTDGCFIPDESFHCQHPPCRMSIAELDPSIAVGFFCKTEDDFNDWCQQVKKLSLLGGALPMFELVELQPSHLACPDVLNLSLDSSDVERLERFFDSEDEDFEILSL
CCR6 antagonist = antagonists of human CCR6 receptor. P51684. AID 493098. actives 0.49% (n = 340,000). CHO-K1 CCR6 PathHunter beta-arrestin, luminescence, CCL20-stimulated. inhibition, % at 20 µM;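 active = compounds whose inhibition of the agonist-driven luminescence signal at 20 µM reaches about 50%, limit read from the data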;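 note: cells stimulated with CCL20 at 14 nM final; plate controls were DMSO with CCL20 for no effect and DMSO without agonist for full effect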
Target sequence (P51684 whole entry, looked up): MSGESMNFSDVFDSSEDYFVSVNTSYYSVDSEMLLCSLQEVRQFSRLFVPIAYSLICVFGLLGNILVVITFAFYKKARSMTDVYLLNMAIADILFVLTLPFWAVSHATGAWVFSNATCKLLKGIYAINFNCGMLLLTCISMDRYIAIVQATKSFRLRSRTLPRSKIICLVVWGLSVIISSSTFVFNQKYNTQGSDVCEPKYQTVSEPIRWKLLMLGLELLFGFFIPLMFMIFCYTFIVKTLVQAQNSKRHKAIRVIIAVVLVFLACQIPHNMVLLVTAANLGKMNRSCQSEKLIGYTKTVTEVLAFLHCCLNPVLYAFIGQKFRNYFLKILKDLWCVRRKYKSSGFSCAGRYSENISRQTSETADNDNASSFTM
APJ antag = blocks the human apelin receptor APJ; P35414; CHO-K1 APJ beta-arrestin complementation, luminescence; inhibition, % at 20 µM; actives 0.32% (n = 330,000); AID 2521;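 active = inhibition above about 40% at 20 µM, limit read from the data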;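 note: cells challenged with 10 nM apelin-13 agonist together with compound; plate controls were apelin-13 plus DMSO wells for no effect and DMSO wells lacking apelin-13 for full effect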
EBI2 antag = antagonists of human EBI2 receptor; P32249; EBI2 beta-arrestin recruitment, luminescence, 7a,25-OHC stimulated; inhibition, % at 5 µM; actives 0.81% (n = 360,000); AID 651636; in the data active = inhibition above about 38%;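 note: enzyme fragment complementation signal reports receptor beta-arrestin coupling in cells; 0% = agonist plus DMSO wells and 100% = wells without agonist; some results beyond the cut were filed as inactive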
* marks the source's active call; other numbers are inactive results; / = no result given; & = joins results of further samples. Outcome played no part in choosing rows; any-hit rate near 3%.

SMILES	CXCR6 inh	APJ ag	Gli-Sufu block	UBC13 polyUb	ATG4B inhibitor	CCR6 antagonist	APJ antag	EBI2 antag
CCCOc1ccc(C2c3c(oc4cc(C)c(C)cc4c3=O)C(=O)N2CCCN2CCOCC2)cc1 (centres undefined)	6	-1	3	17	-2	12	9	-3
CC(=O)NS(=O)(=O)c1ccc(NC(=O)c2cc(-c3ccc(C)c(C)c3)nc3ccccc23)cc1	8	3	7	-13	4	33	-1	4
O=S(=O)(Nc1ccc2c(c1)OCCO2)c1ccc(Br)s1	0	1	5	5	6	8	8	-4
CCCCn1c(SCC(=O)N2CC(C)CC(C)C2)nc2cc(S(N)(=O)=O)ccc21 (centres undefined)	0	-4	-2	8	-5	-2	17	0
S=c1[nH]nc(-c2ccc(Cl)cc2Cl)n1Cc1ccccc1	7	-11	0	5	-9	8	1	4
COc1ccc(C2CC(=O)C(C=NCCN3CCN(C(C)=O)CC3)=C(O)C2)cc1 (centres undefined)	-7	1	3	-2	-1	6	-17	-13
CCc1cccc(CC)c1NC(=S)NCC(c1cccnc1)N1CCOCC1 (centres undefined)	4	-1	-1	-6	-1	12	3	3
CN(NC1OC(=O)c2ccccc21)c1ccccc1[N+](=O)[O-] (centres undefined)	12	-2	3	-5	-8	15	27	4
CCOC(=O)c1sc2ncn(/N=C/c3ccc(O)cc3)c(=O)c2c1C	1	-3	-1	-12	-4	-5	5	7
COc1cc(O)c(C(CC(=O)N2CCOCC2)c2ccc(N(C)C)cc2)c(OC)c1 (centres undefined)	2	5	9	-11	4	12	-11	-2

Overlap with the part before: five compounds, followed by the next part.
SMILES	CXCR6 inh	APJ ag	Gli-Sufu block	UBC13 polyUb	ATG4B inhibitor	CCR6 antagonist	APJ antag	EBI2 antag
COc1ccc(C2CC(=O)C(C=NCCN3CCN(C(C)=O)CC3)=C(O)C2)cc1 (centres undefined)	-7	1	3	-2	-1	6	-17	-13
CCc1cccc(CC)c1NC(=S)NCC(c1cccnc1)N1CCOCC1 (centres undefined)	4	-1	-1	-6	-1	12	3	3
CN(NC1OC(=O)c2ccccc21)c1ccccc1[N+](=O)[O-] (centres undefined)	12	-2	3	-5	-8	15	27	4
CCOC(=O)c1sc2ncn(/N=C/c3ccc(O)cc3)c(=O)c2c1C	1	-3	-1	-12	-4	-5	5	7
COc1cc(O)c(C(CC(=O)N2CCOCC2)c2ccc(N(C)C)cc2)c(OC)c1 (centres undefined)	2	5	9	-11	4	12	-11	-2
CCOc1ccc2nc(NC(=O)C(NS(=O)(=O)c3cccc4nsnc34)C(C)C)sc2c1 (centres undefined)	9	-1	-4	-10	-18	5	-66	15
CNC(=O)[C@@H]1CCC(=O)N1	4	0	4	-7	4	-1	-11	-6
CN(C1CCCCC1)S(=O)(=O)c1ccc(-c2ccccn2)s1	7	1	7	8	-9	13	12	-10
Cc1sc2ncnc(Nc3ccc(O)cc3)c2c1C	-7	-2	-12	-11	5	-3	-14	5
N#CCNC(=O)c1cccn1-c1ncc(C(F)(F)F)cc1Cl	-4	-3	-3	-2	4	1	1	-12
COc1cc(NC(=O)CSCc2ccc(Cl)cc2Cl)c(C(=O)O)cc1OC	-5	-4	-2	-3	0	0	-23	-4
O=C(NCC(c1ccc(F)cc1)N1CCOCC1)c1c(F)cccc1F (centres undefined)	2	-4	3	-5	22	9	7	4
C=CC[C@@H](CC(=O)N[C@@H](CO)Cc1ccccc1)C(=O)NCCOC(=O)[C@@H](CC=C)Cc1ccc(F)cc1	-3	10	-1	-9	-3	8	-16	-3
C(=N\N(Cc1ccccc1)c1ccccc1)/c1cccnc1	3	-2	-2	-2	6	5	3	0
COC(=O)[C@]1(Cc2ccccc2)N[C@H](CN(C)C(=O)c2ccc(C(C)(C)C)cc2)[C@@H]2C(=O)N(Cc3ccccc3)C(=O)[C@@H]21	10	-2	-2	-25	-4	13	1	23

Complete entries, quoted from the list. Values in the order: CXCR6 inh | APJ ag | Gli-Sufu block | UBC13 polyUb | ATG4B inhibitor | CCR6 antagonist | APJ antag | EBI2 antag
CN(C1CCCCC1)S(=O)(=O)c1ccc(-c2ccccn2)s1 is entered as 7 | 1 | 7 | 8 | -9 | 13 | 12 | -10
C=CC[C@@H](CC(=O)N[C@@H](CO)Cc1ccccc1)C(=O)NCCOC(=O)[C@@H](CC=C)Cc1ccc(F)cc1 is entered as -3 | 10 | -1 | -9 | -3 | 8 | -16 | -3
COc1cc(NC(=O)CSCc2ccc(Cl)cc2Cl)c(C(=O)O)cc1OC is entered as -5 | -4 | -2 | -3 | 0 | 0 | -23 | -4

Additional structures.
SMILES	CXCR6 inh	APJ ag	Gli-Sufu block	UBC13 polyUb	ATG4B inhibitor	CCR6 antagonist	APJ antag	EBI2 antag
Cc1c(Cl)cccc1NC(=O)CC(C(=O)O)C1CCCO1 (centres undefined)	-6	-3	4	-5	-4	10	-6	-5
CN(C)C1(CNC(=O)c2cccc(S(=O)(=O)Nc3ccc(Br)cc3)c2)CCCCC1	-1	-2	15	29	-3	-1	28	10
O=C(c1ccc(Cl)cc1)C1CCN(C(=S)Nc2ccccc2)CC1	-5	/	4	/	1	7	/	9
COc1ncnc(OC)c1S(=O)(=O)NCc1ccccc1	-8	-4	-7	1	5	1	-6	8
O=C(O)CCC(=O)OCC1CCCCC1	6	-3	-3	-6	4	-11	-5	-7
COc1cccc(C(C(=O)NC2CCCCC2)N(C(=O)c2ccco2)c2ccccc2OC)c1 (centres undefined)	6	-2	15	6	1	12	-3	7
O=C(NC1CC1)[C@@H]1CSC2c3ccccc3C(=O)N21 (some centres undefined)	3	8	-6	0	2	1	-2	-2
O=C(Nc1ccc(Cl)c(C(=O)N2CCOCC2)c1)c1ccccc1	-6	1	11	8	-1	2	10	-6
Fc1ccccc1OCCSc1ncnc2nc[nH]c12	6	2	-23	10	-21	1	16	1
O=C(NC1CCSC1=O)c1cccc(C(=O)NC2CCSC2=O)c1 (centres undefined)	1	-4	1	-2	-5	19	-13	-7
COCCOC(=O)c1c(C)oc2ccc(OC(=O)c3c(OC)cccc3OC)cc12	-1	4	7	8	-23	-2	0	-14
COc1ccccc1NC(=O)c1cc2c(CO)cnc(C)c2oc1=Nc1ccc(OC)c(OC)c1	13	0	11	7	-5	28	15	-5
c1ccc2c(c1)CCNC2c1ccncc1 (centres undefined)	-4	-6	-1	-8	-7	-3	-18	5
CS(=O)(=O)Nc1ccc(C2=NN(C(=O)c3cccc(F)c3)C(c3cccs3)C2)cc1 (centres undefined)	-1	-3	-1	15	-2	18	14	-13
O=C(COc1ccc(Cl)cc1)NNC(=S)NCc1ccccc1	-7	1	2	-2	4	9	3	17
COc1ccccc1N=c1sc2ccccc2n1C	3	0	-11	2	3	11	5	1
COc1ccc(C)cc1NC(=O)c1sc2ncn(CC(=O)N3CCCCC3)c(=O)c2c1C	1	-3	1	30	7	10	9	1
Cc1cc(NC(=O)CSc2nnc(-c3ccoc3C)o2)no1	-8	-1	7	3	2	-1	11	-13
CCOc1ccc(N(CC(=O)NCc2ccc3c(c2)OCO3)C(=O)c2csnn2)cc1	-11	-3	-21	0	-20	13	12	9
CC(=O)c1c(N2CCN(C)CC2)nc(=S)n(Cc2ccccc2)c1C	9	1	1	9	5	1	-5	-3
Cc1occc1C(=O)Nc1cccc([N+](=O)[O-])c1C	-5	-3	-7	-9	-4	11	-17	3
CC(C)(C)c1cc(CN2CCN(CCC#N)CC2)cc(C(C)(C)C)c1O	-22	-5	-4	1	-1	5	10	1
CCc1nnc(NC(=O)CN2CC(C)OC(C)C2)s1 (centres undefined)	14	-3	-18	2	6	-7	-6	-4
COC(=O)c1cc(Cl)c(NC(=O)c2ccco2)cc1OC	-3	-1	1	-9	-17	13	14	9
Nc1cc2c(cc1O)CCCC2	-9	0	1	-11	0	-12	-26	-8
Cc1c(N=Cc2c(O)n(C3CCCCC3)c(=O)[nH]c2=O)c(=O)n(-c2ccccc2)n1C	8	-4	-3	-5	-9	9	26	-1
Cc1ccc(S(=O)(=O)N2CCOC2CNC(=O)C(=O)NCCCN2CCOCC2)cc1 (centres undefined)	3	0	-1	-4	6	2	14	6
Cc1cc(Cl)n2c(nc3ccccc32)c1C#N	12	/	-2	/	-3	17	/	-11
COC(=O)C1=C(N)Oc2cc(N(C)C)ccc2C1c1ccccc1OC (centres undefined)	-1	6	12	-15	-3	-4	-3	-32
O=C(c1ccccc1)C(O)c1ccccc1 (centres undefined)	6	-4	-10	-1	0	-8	8	6
CC(C)c1nnc(SCC(=O)N2CCc3ccccc32)n1C	5	-1	0	2	-12	0	-11	5
Cc1cc(C(=O)Nc2ccc(N3CCCC3)c(Cl)c2)ccc1[N+](=O)[O-]	7	-2	3	-15	-5	9	6	24
Cc1ccc(OCCNC(=O)c2ccc(NC(=O)CC3SC(N4CCCC4)=NC3=O)cc2)cc1 (centres undefined)	2	-2	-5	2	-8	8	-3	9
Fc1ccccc1/C=N/n1cc(-c2ccccc2)[nH]c1=S	2	6	-28	7	25	6	-3	8
CCc1ccc(Nc2nnc(SCc3cc(=O)n4ccsc4n3)s2)cc1	-6	3	-82	15	-6	-14	27	29
COc1ccc(C(=O)N/N=C/c2cc3ccccc3[nH]c2=O)cc1	-10	1	2	-20	-13	4	-25	-10
Cc1ccc(CNC(=O)CCNC(=O)N2CCn3c2nc2ccccc23)cc1	-6	-1	5	2	-8	5	23	14
Cc1ccc(NC(=O)C(Nc2ccccc2)c2ccccc2)cc1 (centres undefined)	3	2	-9	-12	-3	3	4	2
O=c1c2ccccc2[nH]c(=S)n1CCCN1CCN(c2ccccc2F)CC1	2	-2	-15	12	13	-6	7	-1
COc1ccc(N2CCN(c3nc4c(c(=O)n(C)c(=O)n4C)n3Cc3ccccc3)CC2)cc1	2	-3	3	3	-3	-8	16	15
CCC(CC)C(=O)N1CC(=O)Nc2ccc(C)cc2C1c1ccccc1 (centres undefined)	-12	-3	7	2	-8	14	-2	-17
CN(C)c1cc(-c2ccc(Cl)c(Cl)c2)oc(=O)c1Cl	3	-1	-4	6	6	9	11	2
Cc1ccc(C(=O)Nc2ccc(N3CCN(S(C)(=O)=O)CC3)cc2)cc1C	2	-2	-36	5	5	2	3	0
CC(C)N(C(=O)COC(=O)c1ccc(Cl)s1)c1ccccc1	1	-3	8	3	5	15	5	3
Cc1cc(C)n(CCC(=O)N/N=C/c2ccc(Cl)c([N+](=O)[O-])c2)n1	-2	0	6	4	-9	-8	4	4
Cc1nnc(SCC(=O)N2CCc3ccccc32)s1	4	-3	-11	3	-2	3	4	-12
O=C(Cn1cccc1)Nc1ccc(F)cc1F	-9	0	3	-16	13	-19	-3	-3
COc1ccc(CNc2ccccc2)cc1Br	2	-4	-5	2	2	21	16	-5
O=C(NCc1ccccn1)Nc1cccc(F)c1	6	-2	-3	4	-6	-4	7	1
O=C(Nc1ccccn1)C1CCN(S(=O)(=O)c2cccs2)CC1	-3	-1	-5	0	-3	-8	11	1

Next entries.
SMILES	CXCR6 inh	APJ ag	Gli-Sufu block	UBC13 polyUb	ATG4B inhibitor	CCR6 antagonist	APJ antag	EBI2 antag
COc1ccc(Cc2nc3ccccc3[nH]c2=O)cc1	3	0	4	-7	-5	7	13	-9
CCC(CC)n1c(C)cc(=O)n1C(CC)CC	-3	/	-21	/	-6	-2	/	2
O=C1N(Cc2ccccc2)c2ccc(Cl)cc2C12OCCO2	6	-4	7	-7	-9	16	-10	9
CC(=O)O[C@H]1C[C@@]2(C)[C@@H](C[C@@H](O)[C@H]3[C@@]4(C)CC[C@@H](O)[C@@H](C)[C@@H]4CC[C@@]32C)/C1=C(\CCC=C(C)C)C(=O)O	-4&-4	-2&4	10&3	-18&-16	-2&-16	-1&-3	1&2	0&2
COc1ccc(Cl)cc1S(=O)(=O)N1CCN(Cc2ccc3c(c2)OCO3)CC1	-8	-2	-1	11	-1	16	-1	1
COc1ccc(C(C#N)c2nc3ccccc3nc2Cl)cc1 (centres undefined)	-5	0	13	0	-7	3	-3	1
COc1ccc(CNC(=O)[C@@H]2CCCN2C(=O)[C@@H]2Cc3ccccc3CN2C(=O)OC(C)(C)C)cc1	4	-3	-11	-3	0	3	-4	1
COc1ccc(NC(=O)CSc2c3c(nc4cc(Cl)ccc24)CCCC3)cc1OC	7	-2	-12	16	0	17	6	0
